# GASC1 inh: blocks human GASC-1 (KDM4C) demethylase activity. Q9H3R0. GST-KDM4C 2-372, H3K9me3 peptide, LANCE TR-FRET. inhibition, % at 12.5 µM. hit rate 0.15% among 96,000. AID 720574;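 active means mean replicate inhibition above about 25%, with at least 55% of replicates also reaching it, limit read from the data, passing the limit was not always enough; inconclusive means only one of those two conditions met; inactive means neither condition met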
# Target sequence (Q9H3R0 2-372 limits assumed): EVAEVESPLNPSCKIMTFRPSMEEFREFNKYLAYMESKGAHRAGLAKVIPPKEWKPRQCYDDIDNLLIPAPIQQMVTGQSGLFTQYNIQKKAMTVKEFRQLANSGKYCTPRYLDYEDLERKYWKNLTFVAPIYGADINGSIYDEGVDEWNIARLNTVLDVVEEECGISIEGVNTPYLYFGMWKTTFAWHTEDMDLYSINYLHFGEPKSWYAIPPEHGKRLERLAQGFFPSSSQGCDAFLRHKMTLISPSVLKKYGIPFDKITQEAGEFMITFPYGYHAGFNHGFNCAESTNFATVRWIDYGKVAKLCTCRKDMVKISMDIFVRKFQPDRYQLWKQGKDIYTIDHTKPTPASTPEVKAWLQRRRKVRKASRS
#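 Compound: one test concentration per compound; Material: GST-GASC-1 enzyme fragment 2-372; Amount: GASC-1 enzyme at 10 nM final in reaction; Also added: H3K9me3 peptide substrate, Fe(II), 2-oxoglutarate; Technique: LANCE TR-FRET; Times: 30 min demethylation and 1 h detection at room temperature.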
# Pf Dd2 inh: blocks growth of Plasmodium falciparum Dd2 parasites. P. falciparum Dd2 growth, SYBR Green, 72 h; active compounds read low. activity change, % at 10 µM. hit rate 2.3% among 94,000. AID 1159554; in the data active means activity change below about -80%; inconclusive means no clear call, values can overlap the other calls
# Tcruzi prolif: inhibitors of T. cruzi proliferation | T. cruzi beta-gal in NIH3T3, GalScreen luminescence, 90 h | inhibition, % at 8.34 µM | hit rate 5.9% among 77,000;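 active means mean inhibition above about 93%, with at least 55% of replicates each passing it, limit read from the data, passing the limit was not always enough; inconclusive means only one of those two conditions holds; inactive means neither condition holds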
# C diff HTS: C. difficile growth inhibition; AID 1259249; Clostridium difficile clinical isolate growth, OD600, 24 h; active compounds read low; hit rate 0.25% among 86,000; growth activity, negative = inhibition, % at 16 µg/mL (by protocol);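 active means mean growth activity at or below -80% and every replicate also at or below -80%; inconclusive means mean at or below -80% but some replicate above -80%; inactive means mean growth activity above -80%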;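 further: 0% = DMSO wells and -100% = levofloxacin 16 µg/mL wells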
# The depositor's hits bear a star; ? = inconclusive; · = not tested or not shown; & = joins results of further samples.
1) C[C@H]1CCCCO[C@@H](CN(C)S(=O)(=O)c2cn(C)cn2)[C@@H](C)CN([C@@H](C)CO)C(=O)c2cc(NS(=O)(=O)c3cn(C)cn3)ccc2O1
2) Cc1noc(C)c1S(=O)(=O)Nc1ccc2c(c1)CC(=O)N([C@@H](C)CO)C[C@H](C)[C@H](CN(C)Cc1ccc(-c3ccccc3)cc1)O2
3) CO[C@@H]1CN(C)C(=O)c2cc(NC(=O)c3cc(C)on3)ccc2OC[C@H](C)NC[C@H]1C
4) O=C(CC1CC1)N1CC(=O)N2[C@H](CO)[C@@H](c3ccc(C#Cc4ccccc4)cc3)[C@H]2C1
5) C/C=C/c1ccccc1[C@@H]1[C@H](C#N)N(c2ncc(CC)s2)[C@H]1CO
6) C[C@@H]1CN([C@@H](C)CO)C(=O)c2cc(-c3ccccc3)cnc2O[C@H]1CN(C)C(=O)Cc1ccccc1
7) CC(C)C#Cc1cnc2c(c1)C(=O)N([C@@H](C)CO)C[C@H](C)[C@@H](CN(C)C(=O)Nc1cc(F)ccc1F)O2
8) COc1ccc2c3c(n(C)c2c1)[C@H](CO)N(C(=O)Cc1ccccn1)CC31CN(C)C1
9) C[C@@H]1CCCCO[C@@H](CN(C)C(=O)NC2CCCCC2)[C@@H](C)CN([C@@H](C)CO)C(=O)c2cc(NC(=O)Nc3ccc(F)cc3)ccc2O1
10) O=C(C[C@@H]1CC[C@@H]2NC[C@@H](O)COC[C@H]2O1)NC1Cc2ccccc2C1
screen / no.	1	2	3	4	5	6	7	8	9	10
GASC1 inh	-1.6	1.3	0.2	0.5	-0.7	-0.1	-0.4	-1.5	-1.5	1.4
Pf Dd2 inh	-8	13	3	-11	-8	11	·	11	-25	·
Tcruzi prolif	-59	5	27	·	·	-78	59	·	37	22
C diff HTS	1	52	·	-23	-4	3	-18	-3	14	-4&-4

11) C[C@@H]1CN([C@H](C)CO)C(=O)Cc2cc(NC(=O)C3CC3)ccc2O[C@@H]1CN(C)Cc1ccc2c(c1)OCO2
12) COc1ccccc1-c1cnc2c(c1)C(=O)N([C@H](C)CO)C[C@@H](C)[C@H](CN(C)Cc1ccccc1)O2
13) COc1ccc(S(=O)(=O)N(C)C[C@H]2Oc3ccc(NC(=O)CCN4CCOCC4)cc3C(=O)N([C@@H](C)CO)C[C@@H]2C)cc1
14) C[C@H](CO)N1C[C@H](C)[C@@H](CN(C)S(=O)(=O)c2ccc(F)cc2)Oc2ccc(NC(=O)Nc3ccccc3)cc2C1=O
15) N#C[C@@H]1[C@H](c2ccccc2)[C@H](CO)N1C(=O)CCN1CCCCC1
16) Cc1ccc(S(=O)(=O)N(C)C[C@H]2OCCCC[C@@H](C)Oc3ccc(NS(C)(=O)=O)cc3C(=O)N([C@H](C)CO)C[C@@H]2C)cc1
17) Cc1cccc(S(=O)(=O)N2C[C@H](O)COC[C@@H]3O[C@@H](CC(=O)N4CCN(C)CC4)CC[C@H]32)c1
18) CC(C)NC(=O)Nc1ccc2c(c1)C(=O)N([C@@H](C)CO)C[C@@H](C)[C@H](CN(C)C)O2
19) C[C@@H]1CN([C@@H](C)CO)C(=O)c2cc(NC(=O)Nc3ccccc3)ccc2O[C@@H](C)CCCCO[C@H]1CN(C)Cc1ccncc1
20) CCCN(C)C[C@H]1Oc2cc(-c3ccccc3F)ccc2S(=O)(=O)N([C@@H](C)CO)C[C@H]1C
screen / no.	11	12	13	14	15	16	17	18	19	20
GASC1 inh	0.4	·	-1.0	0.0	2.0	1.2	-1.2	-2.1	2.1	12
Pf Dd2 inh	3	-17	18	5	6	-2	6	4	-44	-38
Tcruzi prolif	44	65	3	28	-3	-8	-7	-42	41	8
C diff HTS	1	-2	·	-4	-18	-9	0	-1	1	0

21) O=C(C1CCCC1)N1CC2(C1)[C@@H](c1ccccc1)[C@@H](CO)N2CC1CCCC1
22) C[C@@H]1CN([C@H](C)CO)C(=O)c2cc(NC(=O)Nc3ccc(F)cc3)ccc2O[C@@H](C)CCCCO[C@@H]1CN(C)Cc1ccc(C(=O)O)cc1
23) OC[C@@H]1[C@H](c2ccc(C3=CCCC3)cc2)[C@H]2CN(CCC(F)(F)F)CCCCN12
24) CN(C)CC(=O)N[C@@H]1CC[C@H](CCn2cc(CN(C)C)nn2)O[C@@H]1CO
25) C[C@@H]1CN([C@H](C)CO)C(=O)c2cccc(NC(=O)Nc3ccccc3)c2O[C@@H]1CN(C)Cc1ccc(-c2ccccc2)cc1
26) CCCNC(=O)Nc1ccc2c(c1)C(=O)N(C)[C@@H]1CC[C@@H](CC(=O)OC)O[C@H]1CO2
27) CO[C@H]1CN(C)C(=O)c2cc(NC(=O)C3CC3)ccc2OC[C@H](C)N(Cc2ccccc2)C[C@@H]1C
28) O=C(N[C@@H]1C=C[C@H](CC(=O)N2CCc3ccccc3C2)O[C@H]1CO)C1CCC1
29) O=C(C[C@H]1CC[C@@H](NC(=O)Nc2ccc(F)cc2)[C@@H](CO)O1)NCc1ccccn1
30) Cc1noc(C)c1NC(=O)N(C)C[C@H]1Oc2c(NC(=O)c3cnccn3)cccc2C(=O)N([C@@H](C)CO)C[C@H]1C
screen / no.	21	22	23	24	25	26	27	28	29	30
GASC1 inh	-0.5	0.9	·	0.7	0.6	0.9	0.2	-0.4	0.0	0.4
Pf Dd2 inh	-49	0	-77	24	-6	9	-37	-4	7	34
Tcruzi prolif	·	-5	103*	17	3	19	54	·	-11	86
C diff HTS	4	8	2	-7	51	-4	0	1	-2	-2

31) CN1C(=O)c2cc(NC(=O)C3CC3)ccc2OC[C@H]2O[C@@H](CC(=O)O)CC[C@@H]21
32) CC(C)NC(=O)N(C)C[C@@H]1OCCCC[C@@H](C)Oc2ccc(NS(=O)(=O)c3ccc(F)cc3)cc2C(=O)N([C@H](C)CO)C[C@@H]1C
33) O=C(c1ccc2c(c1)OCO2)N1C[C@@H]2[C@H](c3ccccc31)[C@H](CO)N2CC1CCCC1
34) CN(C)CC(=O)N1CC[C@H]2[C@@H]1c1cc(-c3ccccc3F)ccc1N(C)[C@H]2CO
35) Cc1noc(C)c1NC(=O)N[C@@H]1CC[C@H](CCNC(=O)C2CCCC2)O[C@@H]1CO
36) C[C@H](CO)N1C[C@H](C)[C@H](CN(C)C(=O)Nc2ccc(F)cc2)Oc2ccc(NC(=O)NC3CCCCC3)cc2CC1=O
37) COc1cccc(CNC(=O)c2cc3c(c(-c4cccc(-c5cccc(C#N)c5)c4)n2)[C@H](CCO)N([S@@](=O)C(C)(C)C)C3)c1
38) C[C@@H]1CN([C@H](C)CO)C(=O)c2cc(C#Cc3ccncc3)cnc2O[C@H]1CN(C)CC1CCCC1
39) C[C@H]1CCCCO[C@H](CN(C)Cc2ccc(C(=O)O)cc2)[C@@H](C)CN([C@@H](C)CO)C(=O)c2cc(NC(=O)c3ccncc3)ccc2O1
40) CN1CCN(C(=O)C[C@H]2C=C[C@@H](NS(=O)(=O)c3cccc(F)c3)[C@H](CO)O2)CC1
screen / no.	31	32	33	34	35	36	37	38	39	40
GASC1 inh	44*	-0.2	-2.8	1.9	-0.9	-2.0	-6.8	-0.4	-1.9	-0.3
Pf Dd2 inh	21	·	-1	22	-6	-7	-55	-14	71	-6
Tcruzi prolif	·	-57	78	23	·	-30	74	70	80	-15
C diff HTS	5	4	-4	-1	5	0	·	-1	-3	·

41) CC=Cc1ccc2n(c1=O)C[C@@H]1[C@@H](CO)[C@H](C(=O)NCC3CC3)[C@H]2N1CC1CCOCC1 (mixture of isomers)
42) C[C@@H]1CN([C@H](C)CO)C(=O)c2cccc(NC(=O)C3CCCCC3)c2O[C@H]1CN(C)S(=O)(=O)c1ccc(Cl)cc1
43) CC(C)CC#Cc1cnc2c(c1)C(=O)N([C@@H](C)CO)C[C@H](C)[C@@H](CN(C)C(=O)c1ccc(F)cc1)O2
44) C[C@@H]1CN([C@@H](C)CO)S(=O)(=O)c2ccc(C#CC3(O)CCCC3)cc2O[C@@H]1CN(C)C(=O)c1ccncc1
45) C[C@H](CO)N1C[C@H](C)[C@H](CN(C)C(=O)C2CC2)Oc2cc(-c3ccc(C(=O)N(C)C)cc3)ccc2S1(=O)=O
46) CC(C)NC(=O)N(C)C[C@@H]1Oc2ncc(-c3ccc(C(=O)N(C)C)cc3)cc2C(=O)N([C@H](C)CO)C[C@H]1C
47) CO[C@H]1CN(C)C(=O)c2ccc(NC(C)=O)cc2OC[C@@H](C)N(C(=O)C2CCCCC2)C[C@@H]1C
48) CN1C(=O)c2cc(NS(C)(=O)=O)ccc2OC[C@@H]2O[C@@H](CC(=O)NCc3ccc(-c4ccccc4)cc3)CC[C@@H]21
49) C[C@@H]1CN([C@@H](C)CO)S(=O)(=O)c2ccc(C#Cc3ccc(F)cc3)cc2O[C@@H]1CN(C)S(C)(=O)=O
50) Cc1ccccc1S(=O)(=O)NCC[C@H]1CC[C@@H](NC(=O)C2CCC2)[C@H](CO)O1
screen / no.	41	42	43	44	45	46	47	48	49	50
GASC1 inh	-0.9	·	-0.4	-1.3	-0.1	0.8	1.1	-2.2	0.6	-0.6
Pf Dd2 inh	12	-10	-26	9	-48	19	·	·	-11	-20
Tcruzi prolif	63	77	35	20	71	35	-5	13	?	·
C diff HTS	-4	-8	8	-2	·	-9	·	-2	-3	0

# Compound profiles, as listed above. Order of screens: GASC1 inh	Pf Dd2 inh	Tcruzi prolif	C diff HTS
# `CN1C(=O)c2cc(NC(=O)C3CC3)ccc2OC[C@H]2O[C@@H](CC(=O)O)CC[C@@H]21` across the screens: 44*	21	·	5
# `CC(C)NC(=O)Nc1ccc2c(c1)C(=O)N([C@@H](C)CO)C[C@@H](C)[C@H](CN(C)C)O2` across the screens: -2.1	4	-42	-1
# `C[C@H](CO)N1C[C@H](C)[C@H](CN(C)C(=O)C2CC2)Oc2cc(-c3ccc(C(=O)N(C)C)cc3)ccc2S1(=O)=O` across the screens: -0.1	-48	71	·
# `O=C(C[C@H]1CC[C@@H](NC(=O)Nc2ccc(F)cc2)[C@@H](CO)O1)NCc1ccccn1` across the screens: 0.0	7	-11	-2

# Continued:
51) C[C@@H]1CN([C@H](C)CO)C(=O)c2cccc(NC(=O)C3CC3)c2O[C@@H]1CN(C)Cc1ccc(C(F)(F)F)cc1
52) COCCNC(=O)C[C@@H]1CC[C@H]2[C@H](COc3ccc(NC(=O)Nc4cccc(F)c4)cc3C(=O)N2C)O1
53) C[C@H](CO)N1C[C@H](C)[C@@H](CN(C)S(=O)(=O)c2ccc(F)cc2)Oc2ncc(/C=C/c3ccccc3)cc2C1=O
54) Cc1ccccc1S(=O)(=O)N1[C@H](C#N)[C@H](c2ccc(C#CC3CCCC3)cc2)[C@H]1CO
55) O=C(Nc1cc(F)ccc1F)N[C@H]1CC[C@H](CCn2cc(C3CCCC3)nn2)O[C@H]1CO
56) C[C@H](CO)N1C[C@H](C)[C@H](CN(C)S(=O)(=O)c2cccs2)OCCCC[C@H](C)Oc2ccc(NC(=O)Nc3cccc4ccccc34)cc2C1=O
57) C[C@H](NC(=O)C[C@@H]1C=C[C@H](NC(=O)C2CC2)[C@@H](CO)O1)c1ccccc1
58) CN1C(=O)c2cc(NC(=O)Cc3ccccc3)ccc2OC[C@H]2O[C@H](CC(=O)NCc3ccc(Cl)cc3)CC[C@H]21
59) COc1ccccc1-c1ccc2c(c1)O[C@@H](CN(C)C(C)=O)[C@H](C)CN([C@H](C)CO)S2(=O)=O
60) C[C@@H]1CCCCO[C@@H](CN(C)C(=O)Nc2ccc(C(F)(F)F)cc2)[C@@H](C)CN([C@H](C)CO)C(=O)c2cc(NC(=O)C3CCCCC3)ccc2O1
61) C[C@@H]1CCCCO[C@@H](CN(C)S(=O)(=O)c2ccc(Cl)cc2)[C@H](C)CN([C@H](C)CO)C(=O)c2cc(NC(=O)C3CCCCC3)ccc2O1
62) CO[C@H]1CN(C)C(=O)c2cc(NS(C)(=O)=O)ccc2OC[C@H](C)N(Cc2cncnc2)C[C@H]1C
63) C[C@H](CO)N1C[C@H](C)[C@H](CN(C)Cc2ccc(C(=O)Nc3ccccc3N)cc2)Oc2c(NC(=O)c3cnccn3)cccc2C1=O
screen / no.	51	52	53	54	55	56	57	58	59	60	61	62	63
GASC1 inh	0.8	3.6	-2.6	-2.6	-0.9	-0.4	-0.5	-0.3	0.4	1.2	0.1	-2.4	-0.5
Pf Dd2 inh	14	4	-66	-59	-25	3	-9	-34	18	-69	-86*	11	-86*
Tcruzi prolif	36	16	85*	·	·	71	·	-32	16	101*	108*	49	·
C diff HTS	2	-2	-5	26	-12	-3	-3	2	3	-3	-6	·	5

# Assay outcomes as filed in PubChem BioAssay.
